Compound activity: PubChem, National Center for Advancing Translational Sciences (NCATS)
GLP-1R agonist: agonists of human GLP-1 receptor. Potency, µM (doses to about 45.6 µM), without a hit: at the top dose activation, hits mostly activators. HEK293 GLP-1R CRE-luciferase, luminescence, 4-6 h; cells express a hypersensitive GLP-1R form. 380,000 compounds, 0.007% hits; note: % of control where 0% means no effect
Target sequence (P43220 whole entry, looked up): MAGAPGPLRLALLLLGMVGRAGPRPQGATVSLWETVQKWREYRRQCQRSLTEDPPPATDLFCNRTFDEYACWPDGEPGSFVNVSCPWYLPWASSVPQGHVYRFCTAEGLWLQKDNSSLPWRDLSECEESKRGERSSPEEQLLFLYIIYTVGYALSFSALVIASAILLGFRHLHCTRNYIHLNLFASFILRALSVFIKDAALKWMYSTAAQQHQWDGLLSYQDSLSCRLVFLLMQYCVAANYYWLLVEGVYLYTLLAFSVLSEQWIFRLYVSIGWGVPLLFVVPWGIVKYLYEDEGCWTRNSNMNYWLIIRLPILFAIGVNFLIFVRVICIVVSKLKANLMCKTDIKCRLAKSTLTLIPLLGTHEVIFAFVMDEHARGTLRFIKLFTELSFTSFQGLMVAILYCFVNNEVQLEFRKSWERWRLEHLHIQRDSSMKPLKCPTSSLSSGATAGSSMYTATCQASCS
KB-V1 cytotox: KB-V1 MDR subline cytotoxicity; KB-V1 MDR cells viability, CellTiter-Glo, 72 h; Potency, µM (doses to about 46.1 µM), for inactives: at the highest dose activity change, negative = cytotoxicity, hits mostly cytotoxic; 400,000 compounds, 3.4% hits; AID 1347076; note: % is set by controls: 0 for no effect and ±100 for the full control effect; nearly all actives have a fitted effect of over 60% in size
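qHTS viability screen in drug-selected KB-V1 MDR cells: 72 h compound treatment at 37 degrees C, ATP luminescence end point.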
SW480 rereplic: inducers of DNA re-replication in SW480 colon cancer cells. SW480 DNA re-replication, Hoechst DNA content imaging, 48 h. Potency, µM (top dose mostly 46.1 µM), inactives show at the top dose re-replication activation, actives largely listed as activators. 340,000 compounds, 1.8% hits. AID 624297; note: % of control where 0% means no effect; nearly all actives have a fitted effect of over 55% in size
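First, 250 cells per well were seeded. Next, compound or vehicle (23 nL) was pinned in, plates sat 48 hr at 37 C. Finally Hoechst was added for 40 min before fluorescence scanning.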
HT1080 IDH1KD tx: kills HT-1080 cells with IDH1 knockdown | HT-1080 IDH1 knockdown viability, ATP luminescence, 48 h | Potency, µM (highest dose often 46.1 µM), for the others: at the highest dose activity, negative = toxicity, actives largely listed as cytotoxic | 360,000 compounds, 2% hits;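 note: 0% = DMSO wells and -100% = cell-free medium wells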
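HT-1080-IDH1KD cells (IDH1 knocked down), 750/well in RPMI with 5% FBS, treated with compound 48 h at 37 degrees C. Viability by CellTiter-Glo luminescence, normalised to DMSO and no-cell wells; concentration-response curves classed.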
HEK293 tox: cytotoxic in the GLP-1 receptor inverse agonist counter-screen | HEK293 cAMP-luciferase reporter cells, luminescence, 24 h | AID 624418 | 410,000 compounds, 0.13% hits | Potency, µM (top dose mostly 38.3 µM), inactives show top-dose activity change, negative = inhibition, usual class: inhibitors;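 note: loss of luciferase light is scored as toxicity; % is set by controls: 0 for no effect and ±100 for the full control effect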
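Compound-treated cells are incubated 24 hr at 37 deg C under 5% CO2 after a 12 hour attachment period, then luciferase detection reagent is added and luminescence is measured following 12 min at room temperature; lowered signal indicates toxicity.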
GLP-1R inv ag: inverse agonists of human GLP-1 receptor. P43220. HEK293 GLP-1R CRE-luciferase, luminescence, 24 h; GLP-1R form is constitutively active. Potency, µM (top dose mostly 38.3 µM), inactives show at the top dose activity change, negative = inhibition, most hits filed as inhibitors. 410,000 compounds, 1.6% hits. AID 624417; note: % is set by controls: 0 for no effect and ±100 for the full control effect; nearly all actives have a fitted effect of over 55% in size
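GLP-1R inverse agonism mode: basal reporter luminescence in engineered HEK293 cells measured after one day of compound exposure at 37 deg C, with a 12 min room-temperature detection step.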
KB-3-1 cytotox: kills parental KB-3-1 adenocarcinoma cells | 400,000 compounds, 1.4% hits | Potency, µM (series often up to 46.1 µM), inactives show at the top dose activity change, negative = cytotoxic, actives largely listed as cytotoxic | AID 1347075 | KB-3-1 viability, CellTiter-Glo ATP luminescence, 72 h; note: % is set by controls: 0 for no effect and ±100 for the full control effect; nearly all actives have a fitted effect of over 60% in size
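Parental KB-3-1 adenocarcinoma cells in phenol-red-free DMEM with 10% FBS were pin-treated with compounds at several concentrations, incubated 72 h at 37 °C, and viability read by CellTiter-Glo luminescence; concentration-effect curves were fitted after normalization.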
TDP-43 yeast inh: rescues yeast growth from TDP-43 toxicity. Potency, µM (top dose mostly 46.1 µM), inactives show at the top dose growth rescue (activation), usual class: activators. 410,000 compounds, 1.8% hits. TDP-43 expressing yeast growth rescue, BacTiter-Glo, 24 h. AID 652104; note: % of control where 0% means no effect; nearly all actives have a fitted effect of over 50% in size
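Cell-based yeast growth screen: TDP-43 expression induced in galactose, inoculum OD600=0.02 after raffinose pregrowth to mid-log. Read-out BacTiter-Glo luminescence at 24 hr, 30 deg C; inhibition of toxicity seen as signal increase.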
HT1080-NT tox: kills 2HG-producing HT-1080-NT fibrosarcoma cells; HT-1080-NT fibrosarcoma viability, CellTiter-Glo ATP luminescence, 48 h; Potency, µM (titrated, usually from 46.1 µM), for inactives: top-dose activity, negative = less viability, most hits filed as cytotoxic; 360,000 compounds, 1.6% hits; AID 686970;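 note: NT is the 2HG producing partner of a matched IDH1 knockdown line; 0% = DMSO-treated cells and -100% = media-only wells without cells; nearly all actives have a fitted effect of over 55% in size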
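Read-out is CellTiter-Glo luminescence after 10 minutes at room temperature, following 48 hours' compound treatment of HT-1080-NT cells (750 cells/well, RPMI, 5% FBS, 37 degrees C).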
An asterisk follows results filed as active; ? = inconclusive; nt = not tested or not shown; [ ] = remark or other dose. Calls come from the whole dose curve; as a rule, active = well fitted curve in the direction sought with a large enough effect; inconclusive = small, poorly fitted or top-dose-only effect, or another doubt; inactive = no such curve, though single readings can be large; an effect the other way counts as inactive or inconclusive. Potency is the fitted concentration of half-maximal effect.

SMILES | GLP-1R agonist | KB-V1 cytotox | SW480 rereplic | HT1080 IDH1KD tx | HEK293 tox | GLP-1R inv ag | KB-3-1 cytotox | TDP-43 yeast inh | HT1080-NT tox
CC/C(=N\NC(=O)CCC(=O)NCc1ccccc1)c1ccc(O)cc1 | 2% | 13% | ? | -14% | 1% | -17% | 3.3µM* | -10% | 1%
Cc1cccc(-c2nc(CNC(=O)c3ccco3)cs2)c1 | 2% | -10% | 1% | 0% | 0% | 0% | 6% | ? | -2%
CCOc1ccccc1NC(=O)CSc1nnc(CNC(=O)COc2ccc(Cl)cc2)o1 | -3% | -3% | -1% | -4% | 0% | ? | 26% | -17% | -6%
Cc1cc(C)cc(NC(=O)CSc2nnc(-c3cc(C)[nH]n3)n2N)c1 | 1% | 15% | -6% | 8% | 1% | 9% | 2% | -13% | 16%
C(#Cc1ccccc1)C[N+]1(CC#Cc2ccccc2)CCCCC1 | -1% | 3% | -1% | ? | ? | ? | 18µM* | 11% | ?
O=C(Nc1cccc(F)c1)c1cc(-c2ccco2)nc2ccccc12 | -7% | -12% | -13% | 0% | 5% | 7% | -2% | -6% | -2%
C[C@H]1CN=C(Nc2ccccc2)N1CC1CCCCC1 | 14% | -3% | -15% | 3% | 0% | -10% | 4% | ? | -3%
O=S(=O)([N-]c1nc2ccccc2nc1-[n+]1ccc(CCCc2ccccc2)cc1)c1cccs1 | 1% | ? | -10% | 0% | 4% | 5% | -11% | 4% | -1%
CC(C)Cc1ccc(S(=O)(=O)N2CCCC2)cc1 | 12% | -24% | -1% | 6% | 27% | 0% | ? | 6% | 7%
Cc1ccc(C(=O)Nc2ccc(Nc3ccccc3)cc2)cc1Br | 17% | -29% | 3% | -26% | ? | ? | -2% | -6% | -15%
O=S1(=O)N[C@H](Cc2ccccc2)COc2cc(N3CCSCC3)ccc21 | 7% | 7% | nt | 0% | 5% | -5% | 21% | 0% | 8%
CCS(=O)(=O)NCCNc1ccc([N+](=O)[O-])cc1 | 0% | 16% | 1% | 17% | ? | 23% | 3% | -11%[0.397 µM] | 13%
COc1ccc(-c2oc3c(OC)c(OC)c(OC)c(O)c3c(=O)c2OC)cc1OC | 8% | -9% | ? | -12% | -15% | 2.8µM* | -16% | ? | -10%
CCOc1ccc(NC(c2ccccn2)c2oc(CO)cc(=O)c2O)cc1 (stereo not given) | -2% | ? | -6% | 1% | 3% | 1% | 3% | 1% | 0%
CCN(C(=O)c1cnc(OC)cc1C(F)(F)F)c1ccc(Cl)cc1 | 5% | -9% | 4% | -5% | -12% | -38% | -6% | 0% | 10%

Some of these compounds in order of the GLP-1R agonist value, largest number first.
Structure	GLP-1R agonist	GLP-1R inv ag
COc1ccc(-c2oc3c(OC)c(OC)c(OC)c(O)c3c(=O)c2OC)cc1OC	8%	2.8µM*
CC/C(=N\NC(=O)CCC(=O)NCc1ccccc1)c1ccc(O)cc1	2%	-17%
Cc1cc(C)cc(NC(=O)CSc2nnc(-c3cc(C)[nH]n3)n2N)c1	1%	9%

Other compounds.
SMILES | GLP-1R agonist | KB-V1 cytotox | SW480 rereplic | HT1080 IDH1KD tx | HEK293 tox | GLP-1R inv ag | KB-3-1 cytotox | TDP-43 yeast inh | HT1080-NT tox
CCN(CC)S(=O)(=O)c1cccc(NC(=O)CNc2cccc(S(=O)(=O)N3CCOCC3)c2)c1 | -14% | 21µM* | 6% | nt | -20% | -21% | 1.3µM* | 10% | nt
CCOc1cc2[nH]c(=S)n(Cc3ccc(C(=O)NCCOC)cc3)c(=O)c2cc1OCC | -6% | 20% | -4% | 0% | 4% | 6% | 1% | -5% | -8%
CN(Cc1ccccc1)C(=O)c1ccc(CSc2nc3cccnc3n2Cc2ccccc2F)cc1 | nt | -5% | nt | nt | 0% | 6% | 2% | -18% | nt
O=C(CCC(=O)OCC(=O)c1ccc(Cl)cc1)Nc1ccc(Oc2ccccc2)cc1 | nt | 18% | nt | nt | 17% | 2% | 0% | 19% | nt
C#CCOCCOCCOCCNc1nc(N2CCOCC2)nc(N2CCN(C(=O)[C@H](CCC(=O)O)n3cc([C@@H](N)CCCCN)nn3)CC2)n1 | -5% | 4% | -5% | 9% | 1% | 4% | ? | 3% | 9%
O=C(NC1CCCC1)C(c1cccs1)N(C(=O)c1csnn1)c1ccccc1F (stereo not given) | 9% | -9% | -10% | 12% | -10% | -8% | -6% | -12% | 12%
CC[C@H](C)[C@@H]1NC(=O)c2cc([N+](=O)[O-])cc(F)c2NCCCC[C@@H](C(N)=O)NC(=O)[C@H](CC(N)=O)NC1=O | -1% | 13% | -5% | 8% | ? | 9% | 4% | 1% | 10%
Cc1ncc(CO)c2c1Oc1nc(-c3ccccc3F)nc(SCC(=O)N3CCCCC3)c1C2 | nt | 8% | nt | nt | 1% | 6% | 5% | 24% | nt
COc1ccc(N2CC(C(=O)Nc3ccc(N4CCOCC4)cc3)CC2=O)cc1 (stereo not given) | -9% | -12% | -1% | 10% | -16% | -8% | 26% | 2% | 8%
O=S(=O)(c1cc(Cl)ccc1Cl)N1CCN(Cc2ccco2)CC1 | 9% | ? | -21% | -1% | -5% | ? | -2% | 9% | 3%
Cc1ccc2nc(-c3ccccc3)c(NC(=O)c3ccco3)n2c1 | -5% | -2% | 0%[9.22 µM] | 3% | -3% | -1% | 3% | -5% | 11%
CCN1C(=O)[C@H]2[C@@H](c3ccc(C)cc3)N3C(=O)N(c4cccc(Cl)c4)C(=O)[C@@]3(CC(C)C)[C@H]2C1=O | 5% | 1% | -3% | -4% | 9% | ? | 2% | ? | -2%
COc1ccc(NS(=O)(=O)c2cc(NC(=O)c3cccs3)ccc2N2CCOCC2)cc1 | 12% | ? | ? | -28% | -22% | -29% | ? | 10% | -18%
CC1(C)Cc2c(sc3c2C(=O)N(c2ccccc2)C2=NCCCN23)CO1 | ? | 6% | 1% | 11% | -1% | 27% | 23% | -32%[inhibitor] | 12%
COc1cc(OC)c2c(-c3ccccc3)cc(=O)oc2c1C(CCN1CCCC(C)C1)c1ccc2c(c1)OCO2 (stereo not given) | 2% | ? | -4% | -26% | ? | ? | ? | -10% | ?
COCCN1C=C2C(=O)C(C)(OC(=O)C3CCCC3)C(=O)C=C2C=C1c1ccsc1 (stereo not given) | -1% | 6% | 15% | -4% | ? | -5% | -8% | -8% | -4%
CC(=O)Nc1cccc(OCc2ccc(S(=O)(=O)Cc3ccccc3)cc2)c1 | 0% | 18µM* | -38%[inhibitor] | -7% | -11% | -4% | 1% | -5% | -1%
C=CCn1c(=S)[nH]c2sc3c(c2c1=O)CCCC3 | -6% | ? | -12% | -3% | 5% | -13% | 0% | 19% | -7%
CCCC12C(=O)C(C)(C(c3ccccc3)=C1c1ccccc1)C1C(=O)N(c3ccc(C)cc3)C(=O)C12 (stereo not given) | 5% | 0% | ? | -1% | -17% | 1% | 0% | 0% | 3%
Cc1c(N=C2SC(CC(=O)Nc3ccccc3)C(=O)N2CCN2CCOCC2)c(=O)n(-c2ccccc2)n1C (stereo not given) | 1% | 7% | 1% | 1% | -2% | 1% | 6% | -7% | 0%
COCc1nnc(NC(=O)c2ccc(OC)cc2OC)s1 | 7% | -13% | -8% | ? | ? | -2% | ? | 6% | ?
CCCCn1nnnc1SCC(=O)N1CCOCC1 | -10% | 11% | 1% | 18% | -4% | 5% | 3% | -6% | 14%
CCC(=O)N1CCc2cc(-c3csc(NC(=O)c4ccco4)n3)ccc21 | 14% | 15% | -37%[inhibitor] | 29% | -12% | 61%[activator] | 2% | 6% | ?
CC(=O)Nc1ccc(NC(=O)CN(c2cccc([N+](=O)[O-])c2)S(C)(=O)=O)cc1 | -5% | ? | 1% | ? | -8% | -29% | 7% | 12% | -29%
CC1CCCC(NC(=O)COC(=O)c2cc(S(=O)(=O)N3CCCCC3)ccc2N2CCOCC2)C1C (stereo not given) | -1% | -9% | -1% | -16% | -6% | -5% | 6% | -2% | 0%
O=C([C@H]1O[C@@H](n2ccc(=O)[nH]c2=O)[C@H](O)[C@@H]1O)N1CCC(F)(F)CC1 | -2% | 0% | nt | 17% | 5% | 20% | 0% | 24% | ?
O=C(Nc1ccccc1-c1ccccc1)c1ccc(NC(=O)c2ccco2)cc1 | -9% | -5% | 0% | -1% | -13% | ? | ? | -2% | 0%
Cc1nc2c(C(=O)O)cnn2c(C)c1Cc1ccccc1F | -3% | -5% | -11% | 2% | 5% | 4% | 3% | -9% | 9%
Nc1c(Cl)ncnc1NCc1cccnc1 | 14% | -4% | 3% | 15% | -4% | 16% | -10% | -12% | 22%
CN1CCC(N(C)C(=S)Nc2ccc(F)cc2)CC1 | -8% | -14% | -1% | 2% | 4% | -20% | -8% | 12% | 5%
Cc1nc(Sc2nnnn2-c2ccccc2)c(C#N)c(C)c1C | 11% | -19% | -13% | -7% | 0% | -14% | -13% | 18µM* | 3%
COc1ccc(NC(=O)C2CCN(S(=O)(=O)c3cccc4nonc34)CC2)cc1OC | 14% | 0% | -26% | -7% | -11% | 15% | -2% | -1% | -24%
O=S(=O)(NCCCc1ccccc1)c1ccc(F)c(F)c1 | 17% | 20% | ? | -14% | -1% | ? | 5% | ? | -20%
N#Cc1c(N2CCN(c3ccc([N+](=O)[O-])cc3)CC2)[n+](=O)c2ccc(Cl)cc2n1[O-] | -2% | ? | 8.2µM* | -1% | -27% | 2% | ? | ? | 10%
COc1c(C)cccc1C(=O)Nc1cccc2ccc(C)nc12 | 2% | -6% | nt | nt | 11% | -29% | 1% | 22µM* | nt
CN(/N=C/c1ccncc1)C1=NS(=O)(=O)c2ccccc21 | 0% | 7% | 4% | -23% | -1% | 46%[activator] | 4% | 3% | -8%
COc1ccc(NC(=O)[C@@H]2CCCN2C(=O)c2cccs2)cc1S(=O)(=O)N1CCCCC1 | 2% | 14% | -2% | 1% | -6% | 15% | 2% | -9% | 7%

An unsorted share of the library; 9.4% or so of the library scored in one or more.
